# Screening results (PubChem BioAssay)
# All columns: NCI-60 one-dose screen, growth in % after 48 h at 10 µM unless noted; 100 = growth as untreated, 0 = no growth, -100 = all killed.
# OVCAR-8: OVCAR-8 ovarian cancer. AID 1794782. 81,000 tested, 4.4% active
# DU-145: DU-145 prostate cancer. 81,000 tested, 4.2% active. AID 1794760
# OVCAR-3: OVCAR-3 ovarian cancer. 79,000 tested, 7% active. AID 1794787
# OVCAR-4: OVCAR-4 ovarian cancer cells; 80,000 tested, 3.7% active
# SK-OV-3: SK-OV-3 ovarian cancer cells; 80,000 tested, 3.2% active; AID 1794785
# PC-3: PC-3 prostate cancer cells | 80,000 tested, 3.9% active
# OVCAR-5: OVCAR-5 ovarian cancer | 82,000 tested, 2.9% active | AID 1794783
# IGROV1: IGROV1 ovarian cancer; 79,000 tested, 4.7% active
# Numbers without * were called inactive; nt = not tested or not shown; & = joins results of further samples; ! = not confirmed by another sample. Rule for the calls: active = growth percent below 10; inactive = the rest.
nr	Compound	OVCAR-8	DU-145	OVCAR-3	OVCAR-4	SK-OV-3	PC-3	OVCAR-5	IGROV1
1	Cc1ccc(/C(=C\CN2CCCC2)c2ccccn2)cc1	104	114	123	125	119	95	nt	102
2	CC1=C(C(=O)OCc2ccccc2)C(c2ccc3c(c2)OCO3)NC(=S)N1 (stereo unspecified)	97	101	98	85	109	85	100	98
3	COc1ccc(C(=O)/C=C/c2ccc(Cl)cc2)cc1S(=O)(=O)NNC(=O)c1ccncc1	99	109	105	112	101	97	97	104
4	O=C(N/N=C1\c2ccccc2-c2cccc(C(=O)O)c21)c1ccccc1	96	110	95	101	99	97	101	87
5	COc1cc([C@@H]2c3cc4c(cc3[C@H](O)[C@H]3COC(=O)[C@H]23)OCO4)cc(OC)c1OC	13	-24*	-43*	27	24	23	40	32
6	N#Cc1c(N)nnn1Cc1cc(=O)oc2ccc(Cl)cc12	105	102	107	93	88	95	109	100
7	Cc1cccc(-c2nc(Nc3ccccc3S(N)(=O)=O)c3ccccc3n2)c1	98	77	103	90	108	92	95	110
8	CCOC(=O)c1ccc(N2C(=O)C(Cl)=C(Nc3cccc(C(F)(F)F)c3)C2=O)cc1	99	105	97	96	90	86	86	92
9	O=C(CC(C(=O)c1ccccc1)c1ccccc1)c1ccccc1 (stereo unspecified)	92	105	101	86	103	80	107	91
10	Cc1cc(N=C2NC(=O)/C(=C/c3cc(C(C)(C)C)c(O)c(C(C)(C)C)c3)S2)n[nH]1	8.9*	27	9.4*	-43*	-28*	11	37	14

# Continuation.
nr	Compound	OVCAR-8	DU-145	OVCAR-3	OVCAR-4	SK-OV-3	PC-3	OVCAR-5	IGROV1
11	N#C/C(=C\NC(=S)Nc1ccccc1Cl)C(=O)c1ccc2ccccc2c1	108	99	109	107	97	85	107	99
12	N#Cc1ccc(C2SCC(=O)N2NC(=O)C(O)(c2ccccc2)c2ccccc2)cc1 (stereo unspecified)	99	108	106	103	104	91	99	84
13	S=c1[nH]ccn1-c1ccccc1	96	114	111	112	92	92	97	102
14	NCC(=O)NC(CC(=O)O)C(=O)O (stereo unspecified)	107	105	125	104	108	87	107	107
15	COC(=O)C[C@](O)(CCCC(C)C)C(=O)O[C@@H]1C(OC)=C[C@]23CCC(=O)N2CCc2cc4c(cc2[C@H]13)OCO4	100	106	106	100	114	86	113	109
16	Cc1ccccc1C1OC2=C(Nc3ccccc3N2)C1=O (stereo unspecified)	107	112	109	102	105	96	100	103
17	COC(=O)/C(=N\Nc1nnc(C)n1N)C(C#N)c1ccc(Cl)cc1 (stereo unspecified)	96	107	103	100	93	90	117	116
18	CC(C)(C)C(=O)NCCNc1nccc(Nc2ccc(S(=O)(=O)Nc3ccccn3)cc2)n1	106	116	107	93	97	96	101	107
19	CC1=CC(=O)N(c2cccc3c(N4C(=O)C=C(C)C4=O)cccc23)C1=O	80	72	-16*	nt	108	95	109	76
20	O=C(CCOCCNC(=O)COc1ccc2c(c1)OCC(c1ccc(F)cc1)C2=O)NCCCC(O)(P(=O)(O)O)P(=O)(O)O (stereo unspecified)	104	108	104	99	108	102	103	118

# Next records follow.
nr	Compound	OVCAR-8	DU-145	OVCAR-3	OVCAR-4	SK-OV-3	PC-3	OVCAR-5	IGROV1
21	O=C1OCC2=C1C(c1ccc3c(c1)OCO3)CC(=O)N2c1cccc(Cl)c1 (stereo unspecified)	102	107	109	93	97	102	106	104
22	COc1cc(-n2nc(C(=O)Nc3ccc(C(=O)NO)cc3)nc2-c2ccccc2)cc(OC)c1OC	99	114	113	101	93	71	112	112
23	CCCCOc1ccc2nc3cc(Cl)ccc3c(Cl)c2n1	101	103	100	112	95	96	107	90
24	COc1ccc(C2Cc3c(nn(-c4ccc(C)cc4)c(=O)c3C#N)C(O)=C2[N+](=O)[O-])cc1 (stereo unspecified)	88	104	94	82	nt	97	93	88
25	CCOC(=O)C(C(=O)Cc1ccccc1)c1ccccc1 (stereo unspecified)	108&104	107&117	107&120	101&102	110&100	93&97	99&101	110&113
26	IP(CCCSc1n(Cc2ccc3ccccc3c2)c(-c2ccccc2)c(-c2ccccc2)[n+]1Cc1ccc2ccccc2c1)(c1ccccc1)(c1ccccc1)c1ccccc1	39	35	8.3*	23	29	32	58	24
27	CCCn1c(=O)c2[nH]c(-c3ccc(OCc4nc5ccccc5[nH]4)cc3)nc2n(CCC)c1=O	28	54	27	3.5*	40	77	92	40
28	Oc1cccc(/C=N\Nc2ccccn2)c1	103	123	125	90	115	93	112	114
29	Cn1cc(-c2nonc2-c2c[nH]c3ccc(Br)cc23)c2cc(Br)ccc21	34	23	34	-2.2*	54	43	38	59
30	CCC(C)C(O)CC (stereo unspecified)	106	110	93	97	115	93	98	112

# Sorted by number of heavy atoms (low to high): part of the list above
nr	Compound	OVCAR-8	DU-145	OVCAR-3	OVCAR-4	SK-OV-3	PC-3	OVCAR-5	IGROV1
29	Cn1cc(-c2nonc2-c2c[nH]c3ccc(Br)cc23)c2cc(Br)ccc21	34	23	34	-2.2*	54	43	38	59
21	O=C1OCC2=C1C(c1ccc3c(c1)OCO3)CC(=O)N2c1cccc(Cl)c1 (stereo unspecified)	102	107	109	93	97	102	106	104
22	COc1cc(-n2nc(C(=O)Nc3ccc(C(=O)NO)cc3)nc2-c2ccccc2)cc(OC)c1OC	99	114	113	101	93	71	112	112

# Further compounds.
nr	Compound	OVCAR-8	DU-145	OVCAR-3	OVCAR-4	SK-OV-3	PC-3	OVCAR-5	IGROV1
31	CC1CN(C2CCCCC2)C(=S)NC1=O (stereo unspecified)	103	114	116	119	102	96	106	110
32	COc1ccc(-c2cc(-c3ccccn3)c(C#N)c(=O)[nH]2)cc1S(N)(=O)=O	122	105	99	104	99	100	105	101
33	Cc1[nH]c(C2CC(c3ccc(C(F)(F)F)c(F)c3)=NN2C)c(C)c1C(=O)O (stereo unspecified)	101	106	111	102	97	92	107	99
34	Cc1ccc(S(=O)(=O)n2ccnc2)cc1	100	120	101	102	123	103	102	75
35	Cn1nc(C(F)(F)F)cc1-c1cc(Cl)c(OCc2ccc(Cl)cc2)c(-c2ccc(Cl)c(C(F)(F)F)c2)c1O	14	11	7.6*	17	-7.6*	7.9*	10	26
36	CCOc1c(C#N)c(Nc2ccc(S(N)(=O)=O)cc2)c(C#N)c2nc(=O)nc(Nc3ccccc3)n12	104	99	99	108	129	92	119	85
37	N#CN1C2CCC1CC(O)(c1ccccc1)C2 (stereo unspecified)	93	109	109	92	103	98	99	103
38	CCN1CCN(Cc2ccc(Cc3ncc(F)c(-c4cc(F)c5nc(C)n(C(C)C)c5c4)n3)nc2)CC1	68	60	63	69	22	39	46	37
39	CCCCCCCCCCCCCCCCCC1=NC(C)(C)CN1c1ccccc1	95	95	86	75	103	64	106	83
40	CCOC(=O)c1noc2c1CCc1cn(Cc3ccc(OC)c(OC)c3)cc1-2	105	107	107	109	97	107	103	113

# New compounds follow:
nr	Compound	OVCAR-8	DU-145	OVCAR-3	OVCAR-4	SK-OV-3	PC-3	OVCAR-5	IGROV1
41	CCNc1nc(C)nc2c1cnn2C	99	103	108	95	112	92	101	115
42	CC(C)(C)c1ccc(/C=N/NC(=O)c2ccc(-n3cc(-c4ccccc4)nn3)cc2)cc1	101	108	103	101	99	101	94	86
43	O=C1CC2(CCCCC2)Oc2ncccc21	102	112	125	107	112	102	114	109
44	NCCNC(=O)Cc1cccc2ccccc12	107	109	114	107	107	83	107	106
45	CCCCCN(CCCCC)CC(=O)c1ccc2cc(Br)c3ccccc3c2c1	100	109	109	113	103	96	nt	106
46	COc1cc(C2CC(c3ccc(Br)cc3)=NN2)cc(OC)c1OC (stereo unspecified)	82	86	98	81	96	91	98	87
47	CC(=O)OC1Oc2cc(C)c(C)cc2-c2oc(=O)c(-c3cc4ccc(N(C)C)cc4oc3=O)cc21 (stereo unspecified)	76	86	94	90	78	62	86	93
48	N#CC1=C(N)Oc2ccc(O)cc2C1c1c[nH]c2ccccc12 (stereo unspecified)	84	105	103	101	96	80	104	106
49	O=C1C2CCC(C2)C1CN1CCOCC1 (stereo unspecified)	103	121	131	114	106	100	106	115
50	CCCCCOC(=O)N1CCCC1	102	120	114	116	112	108	115	103

# Further structures follow:
nr	Compound	OVCAR-8	DU-145	OVCAR-3	OVCAR-4	SK-OV-3	PC-3	OVCAR-5	IGROV1
51	O=C(Cn1ccccc1=O)Nc1ccccc1C(=O)c1ccccc1	106	101	104	104	94	95	103	110
52	CC(=O)NC1C(Nc2ccc(S(=O)(=O)Nc3ccnn3-c3ccccc3)cc2)OC(CO)C(O)C1O (stereo unspecified)	110	106	100	102	103	107	104	112
53	N=C(N)c1ccc(O)cc1	101	109	103	97	97	88	111	93
54	COc1ccccc1CNCCCN1C(=O)c2ccc3c4c(ccc(c24)C1=O)C(=O)N(CCCNCCCCNCCCN)C3=O	4.2*	-93*	-97*	-74*	9.9*	-1.4*	nt	-2.7*
55	c1cc2c3c(cccc3c1)NN=N2	104	144	114	100	89	70	106	96
56	Cc1ccc2c3c(c(=O)[nH]c2c1)C(c1ccc(Cl)cc1)c1c(ncn2nc(C)nc12)O3 (stereo unspecified)	107	101	104	103	112	99	97	105
57	Cc1cc(C)c(C#N)c(OCc2ccc(Cl)cc2Cl)n1	109	91	105	91	98	93	78	98
58	CC1OC(=O)C(C)C1=O (stereo unspecified)	97	113	110	105	84	92	103	102
59	O=c1oc2cc([N+](=O)[O-])ccc2c2ccccc12	108	125	121	nt	109	95	106	119
60	CCN(CC)CCN1C(=O)c2ccccc2S1(=O)=O	103	nt	nt	108	107	91	111	109

# (further entries)
nr	Compound	OVCAR-8	DU-145	OVCAR-3	OVCAR-4	SK-OV-3	PC-3	OVCAR-5	IGROV1
61	CCOP(=O)(OCC)OC[C@]12CC[C@@H](C)[C@H](C)C1C1=CC[C@@H]3[C@@]4(C)CCCNC(C)(C)[C@@H]4CC[C@@]3(C)[C@]1(C)CC2 (stereo partly specified)	61	1.0*	38	34	73	11	70	0.9*
62	COc1ccc(NC(=O)c2ccc(NC3=C(c4ccc(Cl)cc4)C(=O)N(C)C3=O)cc2)cc1	101	84	83	84	64	55	98	82
63	COc1ccc(-c2nc(SCC(=O)Nc3nc(-c4ccc(Cl)cc4)cs3)[nH]c(=O)c2C#N)cc1	93	111	103	105	94	90	88	89
64	COc1cc(/C=C2\C(=N)N=C(SCc3nc4ccccc4[nH]3)NC2=O)ccc1O	101	108	103	97	103	94	109	106
65	O=C(Nc1sc2c(c1C(=O)O)CCCC2)c1ccc(Br)cc1	106	108	104	110	99	101	95	108
66	CCOC(=O)Nc1nc2ccccc2[nH]1	51&98	38&121	1.2*!	83&111	31&103	48&99	58&109	39&114
67	CCCOP(=O)(OCCC)OCC1OC(n2ccc(N)nc2=O)C(O)C1O (stereo unspecified)	109	103	101	113	99	104	103	101
68	C/C(=C(/c1ccc(O)cc1)c1ccc(Cl)cc1)c1ccccc1	-53*	-75*	-93*	-97*	-86*	-75*	-85*	-73*
69	COc1ccc(Cl)cc1NC(=O)c1cc2c([nH]1)-c1nc(NC(=O)C(C)(C)C)sc1CCC2	97	90	108	100	89	67	101	114
70	Cc1[nH]c(-c2cc(N)ccc2Cl)c2c1C(=O)CCCC2	22	66	30	36	12	nt	49	21
71	C=CCC(CC)(C(=O)O)C(=O)O	106	102	103	108	105	99	107	106

# Entries above that contain an aryl methoxy group:
nr	Compound	OVCAR-8	DU-145	OVCAR-3	OVCAR-4	SK-OV-3	PC-3	OVCAR-5	IGROV1
3	COc1ccc(C(=O)/C=C/c2ccc(Cl)cc2)cc1S(=O)(=O)NNC(=O)c1ccncc1	99	109	105	112	101	97	97	104
5	COc1cc([C@@H]2c3cc4c(cc3[C@H](O)[C@H]3COC(=O)[C@H]23)OCO4)cc(OC)c1OC	13	-24*	-43*	27	24	23	40	32
22	COc1cc(-n2nc(C(=O)Nc3ccc(C(=O)NO)cc3)nc2-c2ccccc2)cc(OC)c1OC	99	114	113	101	93	71	112	112
24	COc1ccc(C2Cc3c(nn(-c4ccc(C)cc4)c(=O)c3C#N)C(O)=C2[N+](=O)[O-])cc1 (stereo unspecified)	88	104	94	82	nt	97	93	88
32	COc1ccc(-c2cc(-c3ccccn3)c(C#N)c(=O)[nH]2)cc1S(N)(=O)=O	122	105	99	104	99	100	105	101
40	CCOC(=O)c1noc2c1CCc1cn(Cc3ccc(OC)c(OC)c3)cc1-2	105	107	107	109	97	107	103	113
46	COc1cc(C2CC(c3ccc(Br)cc3)=NN2)cc(OC)c1OC (stereo unspecified)	82	86	98	81	96	91	98	87
54	COc1ccccc1CNCCCN1C(=O)c2ccc3c4c(ccc(c24)C1=O)C(=O)N(CCCNCCCCNCCCN)C3=O	4.2*	-93*	-97*	-74*	9.9*	-1.4*	nt	-2.7*
62	COc1ccc(NC(=O)c2ccc(NC3=C(c4ccc(Cl)cc4)C(=O)N(C)C3=O)cc2)cc1	101	84	83	84	64	55	98	82
63	COc1ccc(-c2nc(SCC(=O)Nc3nc(-c4ccc(Cl)cc4)cs3)[nH]c(=O)c2C#N)cc1	93	111	103	105	94	90	88	89
64	COc1cc(/C=C2\C(=N)N=C(SCc3nc4ccccc4[nH]3)NC2=O)ccc1O	101	108	103	97	103	94	109	106
69	COc1ccc(Cl)cc1NC(=O)c1cc2c([nH]1)-c1nc(NC(=O)C(C)(C)C)sc1CCC2	97	90	108	100	89	67	101	114
